USP2a inh: blocks human ubiquitin-specific protease USP2a; O75604; USP2 core, Ub-CHOP2 coupled fluorogenic reporter, 485/531; Potency, µM (series often up to 38.3 µM), inactives show top-dose activity change, negative = inhibition, most hits filed as inhibitors; AID 463254; hit rate 0.01% among 330,000;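 further: potency means the concentration at half of the fitted maximal effect; plate controls were DMSO wells for no effect and full inhibition by NEM control for full effect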
Target sequence (O75604 whole entry, looked up): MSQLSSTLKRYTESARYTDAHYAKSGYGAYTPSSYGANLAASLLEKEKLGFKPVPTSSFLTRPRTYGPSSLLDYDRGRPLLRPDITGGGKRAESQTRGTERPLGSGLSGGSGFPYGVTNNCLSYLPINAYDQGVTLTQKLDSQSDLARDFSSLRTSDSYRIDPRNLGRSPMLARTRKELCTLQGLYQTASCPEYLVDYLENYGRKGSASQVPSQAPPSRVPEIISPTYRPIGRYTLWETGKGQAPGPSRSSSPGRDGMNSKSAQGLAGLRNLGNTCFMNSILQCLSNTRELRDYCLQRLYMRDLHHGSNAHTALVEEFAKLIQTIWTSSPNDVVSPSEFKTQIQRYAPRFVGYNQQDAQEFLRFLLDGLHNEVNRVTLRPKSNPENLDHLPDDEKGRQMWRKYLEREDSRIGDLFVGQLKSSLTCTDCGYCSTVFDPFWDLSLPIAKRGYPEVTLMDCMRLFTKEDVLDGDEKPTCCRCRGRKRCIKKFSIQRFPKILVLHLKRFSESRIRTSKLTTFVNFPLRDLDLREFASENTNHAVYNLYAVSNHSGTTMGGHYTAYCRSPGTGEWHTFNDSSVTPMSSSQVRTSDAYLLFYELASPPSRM
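Deubiquitinase activity read as fluorescence (485/531 nm) after Ub-CHOP2 cleavage activates the enterokinase reporter on its substrate; USP2 core 10nM, Ub-CHOP2 and substrate 25nM each, 30min compound preincubation then 60min RT; data normalized to NEM, curves fitted.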
Eya2 inh: inhibitors of human Eya2 phosphatase activity. recombinant Eya2, OMFP fluorescence dephosphorylation (OMFP is methylfluorescein phosphate). Potency, µM (highest dose often 76.9 µM), for the others: at the highest dose activity, negative = inhibition, most hits filed as inhibitors. hit rate 0.006% among 330,000; further: potency means the concentration at half of the fitted maximal effect; on the % scale 0 is the no-effect control and ±100 the full control effect
Target sequence (O00167 whole entry, looked up): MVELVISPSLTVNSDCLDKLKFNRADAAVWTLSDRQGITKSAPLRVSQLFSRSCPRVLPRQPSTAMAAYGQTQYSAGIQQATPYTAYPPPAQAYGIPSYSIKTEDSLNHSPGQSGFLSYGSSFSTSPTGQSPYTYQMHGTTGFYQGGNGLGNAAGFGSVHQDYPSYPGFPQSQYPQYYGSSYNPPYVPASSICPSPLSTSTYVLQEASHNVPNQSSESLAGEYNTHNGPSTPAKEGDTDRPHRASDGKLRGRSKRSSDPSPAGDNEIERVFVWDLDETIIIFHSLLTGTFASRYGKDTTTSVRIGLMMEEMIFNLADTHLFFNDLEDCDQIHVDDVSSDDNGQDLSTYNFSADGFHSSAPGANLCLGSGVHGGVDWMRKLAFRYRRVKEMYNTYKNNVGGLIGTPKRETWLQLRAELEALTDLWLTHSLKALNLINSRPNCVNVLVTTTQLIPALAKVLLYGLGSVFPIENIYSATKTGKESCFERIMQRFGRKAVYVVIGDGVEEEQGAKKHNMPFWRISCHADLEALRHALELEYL
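Eya2 (0.2 uM) preincubated 10 min at ambient with compound, then OMFP substrate added at 50 uM; 10 min reaction in 50 mM HEPES pH 7.5, 50 mM NaCl, 5 uM MgCl2, 0.05% BSA, 1 mM DTT. Fluorescence read at Ex 485/Em 525 nm.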
TCR activator: T cell receptor activation | AID 504894 | 330,000 tested, under 10 active | primary human leukocytes, anti-CD3, IL-2 HTRF, 48 h | Potency, µM (highest dose often 9.22 µM), without a hit: at the top dose activation of IL-2 secretion, actives largely listed as activators; further: % of control where 0% means no effect
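Primary human leukocytes were stimulated with a-CD3 beads plus compounds for 48 hr without co-stimulation; secreted IL-2 was quantified by HTRF using a-IL-2-K (europium cryptate) and a-IL-2-d2, excited at 320nm with acceptor emission read at 665nm.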
Mito fusion yeast: mitochondrial division inhibition or fusion activation; S. cerevisiae fusion-defective mutant growth rescue, CellTiterGlo 48 h; Potency, µM (series often up to 46.1 µM), inactives show top-dose growth rescue (activation), usual class: activators; hit rate 0.23% among 320,000;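 further: potency means the concentration at half of the fitted maximal effect; % of control where 0% means no effect; nearly all actives have a fitted effect of over 45% in size; temperature-sensitive fusion mutants such as fzo1-1 at 37 °C on non-fermentable ethanol glycerol medium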
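S. cerevisiae fusion-defective temperature-sensitive mutants (e.g. fzo1-1, mgm1-5) grown 48 h at 37C in YPEG (ethanol/glycerol non-fermentable) medium with 23 nl compound per well; growth rescue read as CellTiterGlo luminescence.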
uPA generation: blocks generation of uPA at the cell surface | AID 540303 | cell surface uPA generation assay, qHTS | Potency, µM (titrated, usually from 38.3 µM), inactives show top-dose activity change, negative = inhibition, usual class: inhibitors | hit rate 0.31% among 330,000; active means well fitted inhibition curve with a large enough effect; inconclusive means small, poorly fitted or top-dose-only effect; inactive means no such curve, though single readings can be large or run the other way; tested in mouse RAW 264.7 cells; further: potency means the concentration at half of the fitted maximal effect; on the % scale 0 is the no-effect control and ±100 the full control effect; nearly all actives have a fitted effect of over 55% in size
B2AR arrestin: recruits beta-arrestin to the human beta2-adrenergic receptor | P07550 | beta-arrestin recruitment to beta2AR, cell-based reporter | Potency, µM (highest dose often 46.1 µM), without a hit: top-dose activation, usual class: activators | hit rate 0.02% among 330,000 | AID 492947;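 further: potency means the concentration at half of the fitted maximal effect; 0% = DMSO controls and full agonism = EC100 isoproterenol or metaproterenol; nearly all actives have a fitted effect of over 65% in size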
Tb PFK inh: T. brucei PFK enzyme inhibition; O15648; T. brucei PFK, ADP-Glo luminescence; Potency, µM (titrated, usually from 57.5 µM), for inactives: top-dose activity, negative = inhibition, actives largely listed as inhibitors; hit rate 0.17% among 330,000; AID 485367;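 further: potency means the concentration at half of the fitted maximal effect; 0% = uninhibited 1x PFK enzyme wells and -100% = no-enzyme wells; nearly all actives have a fitted effect of over 60% in size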
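ADP-Glo luminescence quantified ADP after 45 min at room temperature, with 1.25 nM T. brucei PFK, 0.1 mM ATP and 0.5 mM fructose-6-phosphate in pH 8.0 TEA buffer. qHTS titrations up to 57 µM; curves classified by quality.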
TSHR antagonist: antagonists of human thyroid stimulating hormone receptor; hit rate 0.2% among 330,000; activity change, negative = inhibition, % at 11.5 µM; TSHR-expressing cells, TSH-stimulated cAMP HTRF, 2 h; stronger effect = lower value;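 active means activity change below a set negative limit, meaning inhibition stronger than a set level, cut at about -70% in these data; inconclusive means activity change between two set negative limits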; further: on the % scale 0 is the no-effect control and ±100 the full control effect
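TSHR-expressing cells, 200/well, pre-treated with compound, then stimulated with EC80 TSH (4nM final) for 2 hours at 37 deg C. cAMP measured by competitive HTRF: anti-cAMP cryptate antibody in lysis buffer plus cAMP-d2, read after 30 minutes at room temperature.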
TSG101-PTAP inh: blocks PTAP/TSG101 interaction to inhibit HIV-1 budding; Q99816; Fluorescence polarization, FITC-PTAP peptide / Tsg101 binding; Potency, µM (doses to about 115 µM), for inactives: at the top dose activity change, negative = inhibition, usual class: inhibitors; 340,000 tested, under 10 active; AID 493005; active means well fitted inhibition curve with a large enough effect in the main read-out, with a control signal flat, not every such curve was filed as active; inconclusive means small, poorly fitted or top-dose-only effect, or effect the other way, or a change in a side signal; inactive means no such curve, though single readings can be large or run the other way; further: potency means the concentration at half of the fitted maximal effect; % of control where 0% means no effect
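Fluorescence anisotropy tracks displacement of a FITC-tagged PTAP peptide (50 nM) from the Tsg101 binding domain (10 uM), following a 20 min room-temperature incubation at pH 7.5.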
ELG1 DNA repair: ELG1-dependent DNA repair inhibition | HEK293T ELG1-luciferase reporter, luminescence, 16 h; DNA damage induced by 5-fluorouridine | Potency, µM (top dose mostly 46.1 µM), inactives show top-dose activity change, negative = inhibition, hits mostly inhibitors | hit rate 2.3% among 330,000; further: potency means the concentration at half of the fitted maximal effect; on the % scale 0 is the no-effect control and ±100 the full control effect; nearly all actives have a fitted effect of over 55% in size
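HEK293T cells expressing luciferase-tagged ELG1 (2,000/well) received 5-Fluorouridine plus compound or DMSO for 16 hr at 37 °C. Luciferase was read by ONE-Glo luminescence after 30 min at room temperature.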
Chronic BCR inh: blocks chronic active B-cell receptor signaling. hit rate 0.05% among 340,000. ABC-DLBCL IkBa-CBG/CBR reporter, luminescence ratio, 4 h. Potency, µM (series often up to 46.1 µM), inactives show at the highest dose ratio change, negative = lower green/red ratio, hits mostly inhibitors; active means well fitted inhibition curve with a large enough effect in the signal ratio, with a control signal flat, not every such curve was filed as active; inconclusive means small, poorly fitted or top-dose-only effect, or effect the other way, or a change in a side signal; the % refers to the signal ratio;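 further: potency means the concentration at half of the fitted maximal effect; plate controls were basal doxycycline-induced cells for no effect and cells given 10 µM MG132 for full effect; MG132 reads +100%, hits lower the ratio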
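TMD8 human ABC-DLBCL cells with doxycycline-inducible IκBα–green luciferase fusion and unfused red luciferase, in 0.5% FBS medium; compounds up to 46 uM, 4 h at 37C. Green/red luminescence ratio, filter-overlap corrected, fitted to concentration-response curves.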
Active calls of the source: *; ? = inconclusive; / = not tested or not shown; [ ] = dose if it differs, or a comment. Unless noted, the call rests on the fitted dose curve; in most records, active means well fitted curve in the direction sought with a large enough effect; inconclusive means small, poorly fitted or top-dose-only effect, or another doubt; inactive means no such curve, though single readings can be large; an effect the other way counts as inactive or inconclusive. No enrichment for hits; 3% or so of the library scored in one or more.

The opening two compounds, to show the layout:
SMILES | USP2a inh | Eya2 inh | TCR activator | Mito fusion yeast | uPA generation | B2AR arrestin | Tb PFK inh | TSHR antagonist | TSG101-PTAP inh | ELG1 DNA repair | Chronic BCR inh
COC(=O)C1=C(N)Oc2c(oc(CO)cc2=O)C1c1ccc(F)cc1 (configuration not stated) | 1% | 0% | -5% | 1% | 7% | -0.3% | 1% | -40 | -1% | ? | -26%
COc1cccc(NC(=O)C(=O)NCCc2ccc(F)cc2)c1 | 0% | 14% | 9% | -3% | -2% | -0.9% | 1% | 5 | -5% | ? | ?

Main list, repeating the preview:
SMILES | USP2a inh | Eya2 inh | TCR activator | Mito fusion yeast | uPA generation | B2AR arrestin | Tb PFK inh | TSHR antagonist | TSG101-PTAP inh | ELG1 DNA repair | Chronic BCR inh
COC(=O)C1=C(N)Oc2c(oc(CO)cc2=O)C1c1ccc(F)cc1 (configuration not stated) | 1% | 0% | -5% | 1% | 7% | -0.3% | 1% | -40 | -1% | ? | -26%
COc1cccc(NC(=O)C(=O)NCCc2ccc(F)cc2)c1 | 0% | 14% | 9% | -3% | -2% | -0.9% | 1% | 5 | -5% | ? | ?
Cn1nc(C(=O)NNC(=O)CCOc2ccc(C(C)(C)C)cc2)c2ccccc2c1=O | -10% | -22% | -4% | 2% | 3% | 0.2% | -4% | -7 | -2% | -5% | -25%
CC(=O)NNc1nc(-c2ccc(NC(C)=O)cc2)cs1 | 2% | 0% | -7%[46.1 µM] | -2% | 24% | -1.1% | -1% | 7 | -11% | 13% | -4%
CN(C)S(=O)(=O)c1cccc(NC(=O)CN2C(=O)NC3(CCc4ccccc4C3)C2=O)c1 (configuration not stated) | -2% | 7% | -4% | -3% | -1% | 1.7% | 0% | 7 | -7% | -2% | -15%
CCOC(=O)C1CCN(c2cc(=O)n(Cc3ccc(F)cc3)c(=O)[nH]2)CC1 | 1% | 13% | 2% | 3% | -3% | -0.1% | -3% | 4 | -5% | -16% | 3%
CS(=O)(=O)c1cccc(S(=O)(=O)N2CCCCCC2)c1 | -3% | 5% | 1% | -1% | 9% | 0.1% | -6% | -8 | -6% | 18% | 3%
COc1ccc(N2CCN(S(=O)(=O)c3ccc4c(c3)OCCO4)CC2)cc1 | 0% | -5% | 1% | 17% | 4% | 3.4% | -1% | -6 | 1% | -11% | -23%
CCN(CC(=O)NCc1ccc(Cl)cc1)C(=O)CCOc1ccccc1C | 0% | 19% | -2% | 4% | 13% | 0.2% | 9% | 13 | 0% | 3% | 10%
COC(=O)C1C(=O)C2=C(CC1C)NC(C)=C(C(=O)OCc1ccc(OC)cc1)C2c1ccc(C)o1 (configuration not stated) | 1% | -29% | / | -8% | 2% | -0.1% | -1% | 2 | 1% | ? | -2%
COc1ccc(CNC(=O)CCC2N=C3c4ccccc4N=C(SCC(=O)NCC4CCCO4)N3C2=O)cc1 (configuration not stated) | -1% | 2% | 3% | 6% | -5% | -0.2% | 4% | 19 | -2% | 13% | 0%
CC1=C(C#N)C(c2ccc(O)cc2)C2=C(CCCC2=O)N1 (configuration not stated) | 10% | 16% | -5% | 4% | 4% | -0.1% | 0% | 4 | -6% | -2% | 4%
Cc1ccc(-c2csc3ncnc(SCC(=O)O)c23)cc1 | -1% | 10% | -4% | 5% | 0% | -1.5% | -5% | -9 | -3% | -16% | ?
Clc1ccc(OCCOCCOc2cccc3cccnc23)c(Br)c1 | 0% | -5% | 5%[46.1 µM] | ? | 3% | 0.2% | -1% | 1 | 0% | -6% | ?
CCc1ccc(NC(=O)Cn2nnc(C(=O)NCc3ccc(OC)cc3)c2N)cc1 | 6% | 3% | 3% | -2% | -2% | 0.1% | 1% | 5 | 6% | 18% | -1%
C[C@H](CCC(=O)NCC(=O)O)[C@H]1CC[C@H]2C3[C@H](O)C[C@@H]4C[C@H](O)CC[C@]4(C)[C@H]3C[C@H](O)[C@]12C (some centres not stated) | 0% | 17% | -9% | -1% | 17% | 0.1% | 0% | 11 | -1% | 15% | 4%
CC1Cc2ccccc2N1C(=O)COC(=O)c1ccccc1NCCO (configuration not stated) | 3% | -34% | / | 1% | -1% | 0.2% | -1% | 5 | -5% | 13% | -17%
COC(=O)Nc1ccc(C)c(NC(=O)OC)c1 | -2% | 2% | 3% | -3% | 8% | -0.6% | 7% | 27 | -2% | 4% | 0%
Cc1cc(Br)ccc1OCC(=O)NNC(=O)c1ccc(NC(=O)C2CC2)cc1 | 0% | -24% | -4% | -2% | 0% | -1.2% | 2% | 5 | -11% | 1% | -1%
CCc1ccc(NC(=O)CC2C(=O)N(c3ccc(OC)cc3)C(=O)N2CCOC)cc1 (configuration not stated) | 0% | -11% | -4% | -1% | -8% | 0.5% | -1% | 1 | -1% | 1% | 0%
CC(C)=CC(=O)OCc1csc(CC(=O)Nc2ccccc2C)n1 | 0% | 4% | 0% | -2% | 3% | -1.0% | -2% | 6 | -2% | 5% | 0%
O=C(Cc1csc(N2CCOCC2)n1)N/N=C/c1ccc(Cl)cc1Cl | -1% | -2% | -1% | -8% | -3% | 0.0% | -2% | -14 | -7% | 23µM* | ?
Clc1ccc(C2[C@H]3CN(Cc4cccnc4)[C@H](c4ccccc4)C34CC2(c2ccccc2)C4)cn1 (some centres not stated) | 0% | -7% | 2% | -29% | -20% | -0.8% | -2% | 4 | 3% | -8% | 4%
CCCCS(=O)(=O)N1C2=NC(C(=O)OC)=C(C(=O)OC)[C@@H]3N(C)c4ccc(OC)cc4[C@]23C[C@H]1C(=O)OC | 6% | -6% | -3% | 3% | -4% | -0.2% | 3% | 10 | -4% | 10% | 1%
COC(=O)CSc1nc(N)c(C#N)c(CC(C)C)c1C#N | 1% | 1% | 1%[46.1 µM] | -48%[inhibitor] | -3% | 0.3% | -2% | -5 | -3% | -15% | ?
Continued.
SMILES | USP2a inh | Eya2 inh | TCR activator | Mito fusion yeast | uPA generation | B2AR arrestin | Tb PFK inh | TSHR antagonist | TSG101-PTAP inh | ELG1 DNA repair | Chronic BCR inh
COc1ccc(C(=O)NCCCn2nc(C)cc2C)cc1S(=O)(=O)N1CCOCC1 | 0% | -2% | 1% | 3% | 8% | 0.0% | 0% | 5 | 1% | 25% | ?
CCN(CC)CC(=O)Nc1sc2c(c1C(=O)c1ccccc1C)CCC2 | 2% | -9% | 3% | 4% | 17% | 0.3% | -10% | -4 | -2% | -1% | 0%
O=C(COc1ccc2c(c1)oc(=O)c1ccccc12)NC(Cc1ccc(Cl)cc1)C(=O)O (configuration not stated) | 0% | -2% | -7% | -4% | 3% | 0.2% | 0% | 13 | -1% | -15% | 18%
FC(F)(F)c1cnc(C(c2ccccc2)c2ncn[nH]2)c(Cl)c1 (configuration not stated) | 2% | -3% | -2% | 5% | -1% | -0.1% | -3% | 5 | 0% | 2% | -2%
CCS(=O)(=O)N1CCCC(C(=O)NCCN2CCC(Cc3ccccc3)CC2)C1 (configuration not stated) | 0% | 11% | 0% | -1% | 0% | 0.5% | -1% | 14 | -2% | -12% | 1%
CN1CCN(C(=O)c2cccc(COc3cc(Cl)ccc3Cl)c2)CC1 | 4% | -3% | 0%[46.1 µM] | -6% | / | -0.8% | -1% | -3 | -5% | ? | ?
CCOC(=O)C1CCN(C(=O)C2CCN(C(=O)c3ccc([N+](=O)[O-])cc3)CC2)CC1 | 0% | 12% | 2% | 4% | -14% | 0.3% | 2% | 34 | 1% | 9% | 0%
Cn1c(-c2ccc(Cl)nc2)nc2cc(Cl)ccc21 | 2% | 5% | -2% | 1% | -6% | 0.3% | -18% | 9 | -7% | 13% | 0%
Cn1cnc(S(=O)(=O)N2CCN(c3ccc(F)cc3)CC2)c1 | 0% | 8% | 1% | -1% | 15% | -0.4% | -3% | -5 | -8% | 0% | 8%
COc1ccccc1NC(=S)NCc1ccco1 | -2% | 23% | -3% | -7% | -2% | 0.0% | 3% | 12 | -5% | 1% | ?
CCn1c2ccccc2c2nnc(SCC(=O)Nc3c(C)n(C)n(-c4ccccc4)c3=O)nc21 | 2% | 5% | -11% | 4% | 1% | -0.2% | 1% | -2 | -4% | -3% | ?

Assay outcomes (PubChem BioAssay)
